G9a inh: G9a (human) methyltransferase inhibition; Q96KQ7; G9a H3K9 monomethylation, AlphaScreen, 2 h; Potency, µM (titrated, usually from 102 µM), inactives show at the top dose activity, negative = inhibition, usual class: inhibitors; hit rate 8.8% among 350,000; AID 504332; note: % is set by controls: 0 for no effect and ±100 for the full control effect; nearly all actives have a fitted effect of over 75% in size
Target sequence (Q96KQ7 913-1193 limits assumed): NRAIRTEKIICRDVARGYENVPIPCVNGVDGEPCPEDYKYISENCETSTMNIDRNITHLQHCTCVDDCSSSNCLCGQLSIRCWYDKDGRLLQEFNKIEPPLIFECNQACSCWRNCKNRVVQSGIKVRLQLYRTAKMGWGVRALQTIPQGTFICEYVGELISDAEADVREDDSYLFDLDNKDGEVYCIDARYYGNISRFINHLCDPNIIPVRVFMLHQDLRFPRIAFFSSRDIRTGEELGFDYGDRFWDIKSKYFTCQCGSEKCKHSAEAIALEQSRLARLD
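Chemiluminescent proximity detection of H3K9 monomethylation, read after 10 min bead incubation in the dark. Reaction: 20 nM G9a, 500 nM biotin-H3K9 peptide, 20 uM SAM cofactor, 2 h, room temperature, following 15 min enzyme-compound preincubation.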
POLK inh: blocks human DNA polymerase kappa activity | Q9UBT6 | purified Pol kappa, fluorescent DNA synthesis assay, 10 min | Potency, µM (titrated, usually from 107 µM), inactives show at the highest dose activity, negative = inhibition, most hits filed as inhibitors | hit rate 0.53% among 400,000 | AID 588579; note: % is set by controls: 0 for no effect and ±100 for the full control effect
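Activity was followed as the change in fluorescence between reads at 0 and 10 min after starting the reaction with 50 nM substrate. Beforehand, 10 nM polymerase had been preincubated with compound for 15 min at room temperature.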
APEX1 inh: inhibitors of human APE1 endonuclease; P27695; recombinant APE1, TAMRA/BHQ-2 abasic DNA cleavage fluorescence; Potency, µM (doses to about 65.8 µM), without a hit: at the top dose activity change, negative = inhibition, most hits filed as inhibitors; hit rate 0.35% among 350,000; AID 2517;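 note: plate controls were vehicle for no effect and reference inhibitor for full effect; nearly all actives have a fitted effect of over 55% in size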
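APE1 at 0.75 nM final was preincubated with compound 15 min at room temperature, then 50 nM double-stranded THF abasic-site substrate (5'-TAMRA/3'-BHQ-2) was added. Fluorescence (ex 525/em 598 nm) was read kinetically; third-minus-first read gave activity.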
POLB inh: inhibitors of human DNA polymerase beta | Pol beta primer extension/strand displacement, fluorescence kinetic | Potency, µM (doses to about 114 µM), inactives show at the highest dose activity change, negative = inhibition, usual class: inhibitors | hit rate 1.3% among 340,000 | AID 485314; note: % is set by controls: 0 for no effect and ±100 for the full control effect
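Human Pol beta at 10 nM; strand-displacement substrate 50 nM final. Compound exposure 15 min at room temperature before start, reaction 10 min at room temperature.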
Pol iota inh: DNA polymerase iota (human) inhibition; Potency, µM (top dose mostly 115 µM), for the others: top-dose activity, negative = inhibition, most hits filed as inhibitors; Pol iota fluorescent replication assay, 10 min; hit rate 1% among 390,000
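Pol iota at 10 nM preincubated 15 min with compounds at room temperature; reaction started with fluorescent substrate, 50 nM final. Fluorescence read kinetically at 0 and 10 min; buffer-only wells as negative control.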
Anesthetic bind: binds horse apoferritin like a general anesthetic; P02791; hit rate 0.074% among 350,000; AID 485281; apoferritin/1-aminoanthracene competitive binding, fluorescence; Potency, µM (doses to about 77.5 µM), for inactives: at the top dose activity change, negative = displacement, usual class: inhibitors; note: % is set by controls: 0 for no effect and ±100 for the full control effect; nearly all actives have a fitted effect of over 20% in size
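Read-out: endpoint 1-AMA fluorescence, excitation 380 nm and emission 535 nm, after compounds sit 10 min at room temperature with 10 uM horse-spleen apoferritin in 50% saturated 1-AMA/PBS. Values come from four-parameter Hill fits.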
BAZ2B inh: blocks human BAZ2B; Q9UIF8; AlphaScreen BAZ2B-H3K14Ac peptide displacement; Potency, µM (highest dose often 114 µM), for inactives: top-dose activity change, negative = inhibition, hits mostly inhibitors; hit rate 4.4% among 360,000; AID 504333; note: % is set by controls: 0 for no effect and ±100 for the full control effect; nearly all actives have a fitted effect of over 60% in size
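Multi-concentration screen (max 110 uM) measuring displacement of acetylated histone H3 peptide from BAZ2B by AlphaScreen, using 50 nM protein, 50 nM peptide and 10 ug/mL streptavidin donor plus Ni-chelate acceptor beads.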
POLH inh: inhibitors of human DNA polymerase eta; Q9Y253; Potency, µM (top dose mostly 114 µM), for inactives: top-dose activity change, negative = inhibition, actives largely listed as inhibitors; hit rate 1.2% among 390,000; recombinant Pol eta, fluorescent DNA replication assay; note: % is set by controls: 0 for no effect and ±100 for the full control effect
Target sequence (Q9Y253 whole entry, looked up): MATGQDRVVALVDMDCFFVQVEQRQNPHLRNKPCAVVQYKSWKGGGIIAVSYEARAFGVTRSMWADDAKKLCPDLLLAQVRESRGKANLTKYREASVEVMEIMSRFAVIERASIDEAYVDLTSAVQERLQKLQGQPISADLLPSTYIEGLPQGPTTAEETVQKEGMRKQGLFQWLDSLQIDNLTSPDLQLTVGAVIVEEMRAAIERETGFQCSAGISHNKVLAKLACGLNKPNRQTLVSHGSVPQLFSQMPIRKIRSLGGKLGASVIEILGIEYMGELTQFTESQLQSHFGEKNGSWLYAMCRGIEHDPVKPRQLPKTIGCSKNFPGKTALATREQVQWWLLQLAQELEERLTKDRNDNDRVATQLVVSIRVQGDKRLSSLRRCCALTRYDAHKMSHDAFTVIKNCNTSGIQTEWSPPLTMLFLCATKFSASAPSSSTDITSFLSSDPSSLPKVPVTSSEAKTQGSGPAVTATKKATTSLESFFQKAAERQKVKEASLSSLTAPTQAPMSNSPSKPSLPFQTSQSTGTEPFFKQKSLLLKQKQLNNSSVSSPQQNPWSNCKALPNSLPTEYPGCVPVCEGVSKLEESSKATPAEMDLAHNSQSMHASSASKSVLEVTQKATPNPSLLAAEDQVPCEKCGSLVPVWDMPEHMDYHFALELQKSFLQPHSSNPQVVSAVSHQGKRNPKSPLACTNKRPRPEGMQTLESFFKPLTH
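Pol eta (10 nM) was preincubated with compounds for 15 min at room temperature, after which fluorescent replication substrate (50 nM final) was added to start the reaction. Fluorescence was read kinetically at 0 and 10 min.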
BLM helicase inh: blocks DNA unwinding by human BLM helicase; P54132; recombinant BLM DNA unwinding, fluorescence dequenching; Potency, µM (series often up to 56.1 µM), without a hit: top-dose activity change, negative = inhibition, actives largely listed as inhibitors; hit rate 0.2% among 350,000; AID 2528;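 note: plate controls were vehicle for no effect and no enzyme for full effect; nearly all actives have a fitted effect of over 35% in size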
Active calls of the source: *; ? = inconclusive; · = not tested or not shown; & = joins results of further samples; [ ] = dose if it differs, or a comment. Calls come from the whole dose curve; as a rule, active = well fitted curve in the direction sought with a large enough effect; inconclusive = small, poorly fitted or top-dose-only effect, or another doubt; inactive = no such curve, though single readings can be large; an effect the other way counts as inactive or inconclusive. Potency is the fitted concentration of half-maximal effect.

Every second line gives: G9a inh	POLK inh	APEX1 inh	POLB inh	Pol iota inh	Anesthetic bind	BAZ2B inh	POLH inh	BLM helicase inh
CN(Cc1nc2ccccc2c(=O)[nH]1)C(=O)c1ccccc1OCc1ccc(Cl)cc1
    1%[12.7 µM]	-7%	-10%	·	6%	·	12%	-10%	·
Fc1ccc(-c2nnc(NC3=NCCCCC3)o2)cc1
    -6%[2.33 µM]	-3%	-2%	14%	-5%	-12%	6%	-14%	1%
CC(=O)Nc1sc(C)c(C)c1C(=O)OCC(=O)Nc1cccc(C)c1
    ·	9%	-1%	·	22%	·	·	-6%	·
CC1(C)C2CCC1(C)C(OC(=O)C[n+]1ccccc1)C2 (centres undefined)
    -47%	-4%	2%	1%	36%[activator]	-9%	2%	-35%	0%
Cc1ccc(C)c(SCC(=O)N(C)CC(=O)Nc2ccc(N3CCOCC3)cc2)c1
    45µM*	-3%	13%	·	64%[activator]	·	-35%	-16%	·
O=C(c1cc(-c2cccnc2)nc2ccccc12)N1CCN(S(=O)(=O)c2cccs2)CC1
    0%[2.33 µM]	9%	-11%	·	-11%	·	0%	-10%	·
O=C(Nc1ccccc1Cl)c1cccc(COc2cc(Cl)ccc2Cl)c1
    -3%[59 µM]	-14%	-5%	1%	53%[activator]	-13%	29%	-15%	-1%
CCN=C1SC(CC(=O)NC(C)C)C(=O)N1CC (centres undefined)
    12%[59 µM]	-5%	-1%	2%	14%	-5%	-2%	4%	-1%
Cc1ccc(NCC(=O)Nc2cccc(S(=O)(=O)N(C)C)c2)c(Cl)c1
    -7%[59 µM]	-8%	-6%	-1%	160%[activator]	-4%	-32%	-20%	-6%
O=c1ccc(S(=O)(=O)N2CCC(Cc3ccccc3)CC2)c[nH]1
    -5%[12.7 µM]	2%	-1%	-18%	-17%	1%	7%	-15%	-8%
O=C(O)c1c(-n2cccc2)sc2c1CCCC2
    0%	-12%	3%	6%	95%[activator]	-6%	-25%	-4%	0%
CCOc1cc(C(=O)O/N=C(\N)c2ccc([N+](=O)[O-])cc2)cc(OCC)c1OCC
    40%[0.501 µM]	-14%	-1%	43%	17%	-16%	0%	1%	0%
Cc1cc(C)cc(N2CCCn3c2nc2c3c(=O)n(CC(=O)OCc3ccccc3)c(=O)n2C)c1
    0%[59 µM]	-2%	-2%	24%	18%	-13%	2%	-7%	-2%
Cc1cc(C(=O)N/N=C2\CC(=O)CC(C)(C)C2)c(C)n1-c1ccccc1
    ?	-3%[60.1 µM]	-5%	8%	-10%	?	?	-5%	-8%
O=C(COc1ccc([N+](=O)[O-])cc1)Nc1ccc2c(c1)CCC2
    21%[2.33 µM]	1%	7%	·	7%	·	-27%	-26%	·
C=CCc1cccc2cc(C(=O)N(C)C)c(=O)oc12
    ?	-9%[60.1 µM]	1%	-6%	23%	-22%	-4%	-20%	-1%
Cc1ccc(CCNC(=O)c2ccc3c(c2)N(Cc2cc(C)ccc2C)C(=O)c2ccccc2S3=O)cc1 (centres undefined)
    -23%[59 µM]	-7%	·	17%	-19%	-13%	-17%	-1%	-10%
COc1ccc(CCNC(=O)c2c(C)nn(-c3ccccc3)c2Cl)cc1OC
    15%[59 µM]	-4%	57%[activator][12.4 µM]	-31%	23%	-3%	-1%	-11%	-8%
Cc1ccc(C2Nc3ccccc3C(=O)N2Cc2ccco2)cc1 (centres undefined)
    -4%[0.501 µM]	-24%	15%	0%	-3%	4%	-10%	8%	-9%
O=[N+]([O-])c1cc(S(=O)(=O)NC2=NCCCCC2)ccc1Cl
    -5%	-3%	-3%	-29%	66%[activator]	-12%	·	-25%	1%
Cc1nnc(SCCn2c(N(C)Cc3ccccc3)nc3c2c(=O)[nH]c(=O)n3C)s1
    ?	-7%	0%	18%	-26%	-10%	1%	-3%	-3%
Cc1cc(NC(=O)CCc2ccc(C)o2)no1
    11%[12.7 µM]	10%	-3%	5%	2%	-18%	-5%	-16%	-4%
O=C(NCc1ccccc1F)C1CCCN(C(=O)NC2CCCCC2)C1 (centres undefined)
    -1%[59 µM]	-6%	-1%	14%	-2%	-6%	6%	-9%	-3%
Cc1onc(-c2c(F)cccc2Cl)c1C(=O)NCCO
    -3%	-2%	-5%	-2%	54%[activator]	-5%	5%	-21%	1%
O=c1[nH]c(=O)n([C@H]2C[C@H](O)[C@@H](CO)O2)cc1Br
    3%[59 µM]	6%[60.1 µM]	4%&-3%&1%&-4%	-11%[57.1 µM]	-8%	·	?	-12%	-2%&-12%
CCN1CCN(C(c2ccccc2)c2nnnn2Cc2ccc3c(c2)OCO3)CC1 (centres undefined)
    ·	-2%	-14%	31%	-10%	-3%	-1%	2%	3%
COCc1ccc(CN2CCCCC2C(=O)Nc2ccc(Oc3ccccc3)nc2)o1 (centres undefined)
    ·	-4%	0%	4%	21%	-10%	-16%	-20%	-3%
Cc1ccc(OCCSCc2nc3ccccc3[nH]2)cc1
    10%	1%	6%	0%	2%	?	6%	1%	-5%
O=C(c1cn(-c2ccccc2)nc1-c1cccc(Br)c1)N1CCOCC1
    -30%	2%	-1%	-4%	77%[activator]	-13%	-16%	-20%	-8%
Cc1c(Cl)cccc1NC(=O)C1COc2ccccc2O1 (centres undefined)
    17%	-8%	25%	21%	?	?	2%	-7%	-10%
CSc1ccccc1NC(=O)Cn1ccsc1=N
    3%	-10%	-11%	0%	42%[activator]	-2%	·	1%	1%
O=C(c1ccco1)N1CCN(C(=S)NCc2ccc(F)cc2)CC1
    1%	0%	-1%	36%	10%	-7%	-5%	-19%	-2%
CCOC(=O)c1sc(NC(=O)CCN2CCOCC2)c(C(=O)OCC)c1C
    -37%	-5%	-4%	-7%	10%	-13%	3%	-12%	0%
Clc1ccc(COn2c(-c3ccc(Cl)cc3)nc3ccccc32)cc1
    ·	-7%	-4%	4%	18%	-5%	13%	-19%	-3%
CC(=O)C1C(c2ccc(Br)cc2)c2c(noc2C)CC1(C)O (centres undefined)
    32%[59 µM]	-8%	-4%	-20%	15%	3%	-10%	-5%	-5%
CS(=O)(=O)Nn1cnc2ccccc2c1=O
    -46%[59 µM]	-10%	0%	5%	0%	-7%	-18%	-5%	-1%
Fc1ccc(Oc2nnnn2-c2ccccc2)cc1
    7%	-1%	2%	-3%	99%[activator]	-8%	2%	-18%	-1%
COc1ccc2nc(C)cc(N3CCOCC3)c2c1
    -37%[12.7 µM]	-4%	3%	2%	6%[58.9 µM]	-2%	1%	-15%	1%
Cc1cccc(-n2cc(-c3ccccc3)c3c(N4CCC(C)CC4)ncnc32)c1
    -36%[59 µM]	-7%[60.1 µM]	·	3%	23%	-12%	-26%	-14%	-5%
CC1(CCc2ccccc2)NC(=O)N(CC(=O)Nc2ccc(S(N)(=O)=O)cc2)C1=O (centres undefined)
    4%	-6%	-6%	-15%	117%[activator]	-12%	·	-25%	-1%
OC(CNCc1ccncc1)c1ccccc1 (centres undefined)
    22%[59 µM]	-4%	-2%	86%	51%[activator]	8%	4%	-7%	-3%
N#Cc1ccc(NC(=O)CSc2n[nH]c(=O)n2C2CC2)cc1
    -16%[12.7 µM]	15%	-1%	·	5%	·	0%	-21%	·
COc1ccccc1CNCC(=O)Nc1cc(S(=O)(=O)N2CCOCC2)ccc1Cl
    12%[12.7 µM]	-9%	14%	·	2%	·	-1%	-11%	·
O=C(/C=C/c1ccccc1)NC1CCSC1=O (centres undefined)
    20%[59 µM]	3%	0%	-15%	-11%	7%	0%	-18%	4%
O=C(CSc1nc2cc(Cl)ccc2s1)c1ccco1
    15%	-21%	-7%	-1%	62%[activator]	?	44%	-7%	-11%

4 neighbouring records from above:
Every second line gives: G9a inh	POLK inh	APEX1 inh	POLB inh	Pol iota inh	Anesthetic bind	BAZ2B inh	POLH inh	BLM helicase inh
N#Cc1ccc(NC(=O)CSc2n[nH]c(=O)n2C2CC2)cc1
    -16%[12.7 µM]	15%	-1%	·	5%	·	0%	-21%	·
COc1ccccc1CNCC(=O)Nc1cc(S(=O)(=O)N2CCOCC2)ccc1Cl
    12%[12.7 µM]	-9%	14%	·	2%	·	-1%	-11%	·
O=C(/C=C/c1ccccc1)NC1CCSC1=O (centres undefined)
    20%[59 µM]	3%	0%	-15%	-11%	7%	0%	-18%	4%
O=C(CSc1nc2cc(Cl)ccc2s1)c1ccco1
    15%	-21%	-7%	-1%	62%[activator]	?	44%	-7%	-11%

Next compounds.
Every second line gives: G9a inh	POLK inh	APEX1 inh	POLB inh	Pol iota inh	Anesthetic bind	BAZ2B inh	POLH inh	BLM helicase inh
COc1ccc(CNc2ncnc3c2cnn3-c2ccc(Cl)cc2)cc1
    9%[59 µM]	-1%[60.1 µM]	·	22%	-2%	3%	-2%	-10%	0%
Cc1ccc2c(c1)cc(CN(Cc1cccnc1)C(=O)c1ccccc1)c1nnnn12
    -5%[12.7 µM]	2%	1%	39%	32%[activator]	-7%	-21%	-13%	-3%
CCC(CC)C(=O)Nc1ccc(C(=O)Nc2cc(C)on2)cc1
    17%[59 µM]	-6%	-2%	15%	76%[activator]	-1%	1%	-14%	2%
O=C(NCc1ccc(F)cc1)c1c(O)c2cccc3c2n(c1=O)CCC3
    -3%	-8%	-1%	26%	-4%	-8%	7%	-2%	-4%

One compound at a time, from the list above. Screens in order: G9a inh, POLK inh, APEX1 inh, POLB inh, Pol iota inh, Anesthetic bind, BAZ2B inh, POLH inh, BLM helicase inh
Record of O=C(NCc1ccc(F)cc1)c1c(O)c2cccc3c2n(c1=O)CCC3 : -3%, -8%, -1%, 26%, -4%, -8%, 7%, -2%, -4%
Record of CCC(CC)C(=O)Nc1ccc(C(=O)Nc2cc(C)on2)cc1 : 17%[59 µM], -6%, -2%, 15%, 76%[activator], -1%, 1%, -14%, 2%

Some of the compounds tested; count on the stated rates, not on these rows.
